ABCB6 inh 2: human ABCB6 transporter inhibition; Q9NP58; K562-ABCB6 porphyrin accumulation, flow cytometry, 1 h; active compounds read low; fluorescence ratio to DMSO, % at 10 µM; 0.19% of 360,000 active;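 active means fluorescence ratio to DMSO below 75%, the collection mean minus 3 SD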;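 further: signal is porphyrin accumulated inside mitochondria; 100% equals median channel fluorescence of DMSO control wells; lower ratio means ABCB6 inhibition with less porphyrin fluorescence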
CaV13 FRET inh: Disruptors of the CACNA1D IQ motif to Ca2+-dependent inactivation inhibitor domain association, primary screening, Förster resonance energy transfer in intact living …. AID 743397. HEK cells, CFP/YFP FRET ICDI-IQ, plate reader, 10 min; percent FRET-ratio fall versus neutral wells. 0.098% of 340,000 active. inhibition, % at 12.3 µM;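 active means mean replicate inhibition of at least 30% and at least 1% of replicates passing that level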;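 further: 0% = median of the neutral control wells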
N-glyco inh: blocks N-linked glycosylation in D54 reporter cells | D54 ERlucT glycosylation luciferase reporter, 24 h; percent of 100 nM tunicamycin response | reporter increase, % at 12.5 µM | 0.23% of 360,000 active | AID 588692;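 active means mean luciferase reporter signal, scaled so untreated is 0 and the glycosylation-blocking control 100, at or above a set limit in every replicate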;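 further: luciferase carries N-glycosylation sites so blocking glycosylation raises the light; 0% = median of neutral control wells and 100% = median of 100 nM tunicamycin wells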
Vif inh: blocks HIV Vif function; HEK293T cells, Vif self-association by quenched fluorescence, imaging, 24 h; inhibition, % at 7.49 µM; 0.35% of 340,000 active; AID 602346; in the data active means inhibition above about 50%, passing the limit was not always enough; further: some results filed as inactive read as strong as hits
aDG glyco act: increases alpha dystroglycan glycosylation; Pro5-aDG cells, alpha-DG glycosylation AlphaScreen (IIH6); 0% Pro5, 100% B10-LARGE cell signal; activation, % at 10 µM; 0.22% of 360,000 active; AID 624168;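 active means activation of at least 8% versus controls, or a plate z-score of at least 8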;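 further: Pro5 are CHO cells carrying HIG-tagged alpha-DG that lacks glycosylation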
hiPSC survival: increases survival of single human iPS cells. hiPSC single-cell survival, ATPlite luminescence; 100% = ROCK inhibitor wells, 0% = DMSO. survival enhancement, % at 20 µM. 0.044% of 360,000 active; in the data active means survival enhancement above about 18%;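 further: cells exposed to compounds for 16 hours before the ATP read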
PDI inh: blocks human protein disulfide isomerase activity; PDI insulin aggregation turbidity, A650, 90 min; inhibition, % at 10 µM; 0.052% of 350,000 active;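 active means mean inhibition across replicates of 30% or more, whatever share of single replicates reach that level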;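 further: absorbance from insulin aggregation driven by PDI reduction with DTT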
Target sequence (P07237 whole entry, looked up): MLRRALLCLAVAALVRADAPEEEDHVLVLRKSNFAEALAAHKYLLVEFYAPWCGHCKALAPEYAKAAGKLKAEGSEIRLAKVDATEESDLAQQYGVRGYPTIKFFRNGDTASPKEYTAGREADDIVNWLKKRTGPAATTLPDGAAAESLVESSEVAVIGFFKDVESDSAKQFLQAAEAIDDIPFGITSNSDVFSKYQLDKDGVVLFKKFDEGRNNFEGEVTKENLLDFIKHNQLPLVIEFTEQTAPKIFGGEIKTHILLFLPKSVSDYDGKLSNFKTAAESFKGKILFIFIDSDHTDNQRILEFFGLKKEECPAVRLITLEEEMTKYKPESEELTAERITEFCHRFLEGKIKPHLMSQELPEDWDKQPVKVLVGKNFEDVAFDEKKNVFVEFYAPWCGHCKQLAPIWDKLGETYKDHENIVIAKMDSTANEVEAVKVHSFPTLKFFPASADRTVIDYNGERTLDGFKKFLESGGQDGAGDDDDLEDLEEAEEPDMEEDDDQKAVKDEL
H9c2 protect: modulators protecting cardiomyocytes from myocardial damage; H9c2 cardiomyocytes, H2O2 injury protection, ATPLite, 2 h; protection from H2O2 cell death, % at 20 µM; 0.63% of 360,000 active; AID 588492;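 active means compounds giving at least 50% protection of heart cells from peroxide-induced death in the single-dose screen, raw or plate-pattern-corrected value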;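 further: 0% = DMSO wells with peroxide and 100% = DMSO wells without peroxide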
Granule exo inh: blocks lytic granule exocytosis; 0.66% of 360,000 active; AID 651702; inhibition, % at 10 µM; TALL-104 LAMP-1 surface exposure, flow cytometry; cells stimulated with thapsigargin and PMA;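 active means inhibition above about 55%, limit read from the data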
HTR2A ag: mouse HTR2A agonism via beta-arrestin recruitment; 0.66% of 360,000 active; AID 624169; CHO-K1 mHTR2A beta-arrestin complementation, luminescence; percent of 30 µM serotonin response; P35363; activation, % at 7.6 µM;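 active means activation above a run cutoff, the mean activation of all tested compounds plus 3 SD, cut at about 14% in these data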;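 further: 0% = plate median of compound wells and 100% = 30 µM serotonin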
Target sequence (P35363 whole entry, looked up): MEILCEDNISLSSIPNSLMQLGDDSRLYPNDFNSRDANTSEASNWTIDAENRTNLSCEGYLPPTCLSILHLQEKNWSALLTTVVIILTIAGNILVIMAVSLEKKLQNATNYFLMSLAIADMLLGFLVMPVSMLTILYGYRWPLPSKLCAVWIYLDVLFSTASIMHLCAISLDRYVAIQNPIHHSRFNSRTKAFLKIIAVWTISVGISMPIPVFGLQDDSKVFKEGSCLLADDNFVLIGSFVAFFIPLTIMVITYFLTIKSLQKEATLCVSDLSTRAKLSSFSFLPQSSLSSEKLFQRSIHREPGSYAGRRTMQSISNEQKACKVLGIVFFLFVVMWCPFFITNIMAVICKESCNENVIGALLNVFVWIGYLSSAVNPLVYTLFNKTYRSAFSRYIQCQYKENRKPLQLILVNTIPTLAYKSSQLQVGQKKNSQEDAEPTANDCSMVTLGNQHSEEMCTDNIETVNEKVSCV
The depositor's hits bear a star; nt = no result given.

cpd	SMILES	ABCB6 inh 2	CaV13 FRET inh	N-glyco inh	Vif inh	aDG glyco act
1	CCOC(=O)N(C)OC(=O)Nc1ccc(Cl)c(Cl)c1	88.0	-8.5	0.7	-6.2	0.1
2	COc1ccc(CCN2C(=O)c3[nH]nc(-c4ccccc4O)c3C2c2cccc(Cl)c2)cc1 (centres undefined)	107.0	nt	5.2	-18.2	-0.3
3	S=C(NCCCN1CCOCC1)NCCCN1CCOCC1	100.0	-1.5	1.3	0.6	-0.1
4	CS(=O)(=O)Nc1ccc(C(=O)NC2CCCC2)cc1	99.0	-6.1	0.5	-11.3	0.3
5	CCSc1nsc(NC(=O)Nc2ccc(F)cc2F)n1	97.0	nt	-2.5	-12.0	0.4
6	COC(=O)C1(Cc2ccccc2)NC(c2ccccc2C)C2C(=O)N(c3ccc4c(c3)OCO4)C(=O)C21 (centres undefined)	97.0	-6.4	0.5	-2.2	-0.2
7	CN(C)S(=O)(=O)c1ccc(NC(=O)COC(=O)C2CC3CCCC(C2)C3=O)cc1 (centres undefined)	99.0	-2.4	2.2	2.9	-0.7
8	COC(=O)CCN1CCc2cc(N=Nc3ccc([N+](=O)[O-])cc3)ccc21	90.0	-2.4	-15.3	1.0	-0.3

cpd	hiPSC survival	PDI inh	H9c2 protect	Granule exo inh	HTR2A ag
1	2.1	-9.2	4.9	-0.1	-3.6
2	-1.2	-2.5	-23.0	62.3*	6.9
3	-1.6	-2.3	1.1	-5.1	13.0
4	-0.7	5.0	0.0	-3.8	-0.4
5	-0.1	4.2	-16.5	-10.5	0.8
6	-1.4	-7.2	10.7	-3.3	1.4
7	0.3	2.0	28.9	-3.7	-2.9
8	-0.7	-9.7	-8.7	5.7	1.4

(continued)
cpd	SMILES	ABCB6 inh 2	CaV13 FRET inh	N-glyco inh	Vif inh	aDG glyco act
9	NC(=O)Cc1ccc2sc(-c3ccccc3)nc2c1	94.0	-3.3	-6.3	1.1	-0.1
10	O=C(Nc1ccc(Oc2ccccc2)cc1)c1ccc2nc([C@@H]3O[C@H](CO)[C@H](O)[C@H](O)[C@H]3O)[nH]c2c1	104.0	-7.1	2.4	-0.5	0.2
11	COc1cc([N+](=O)[O-])ccc1NC(=O)NNC(=O)C(C)Oc1ccc(F)cc1F (centres undefined)	94.0	nt	0.0	-0.2	-0.4
12	CCc1ccccc1NC(=O)CSc1nnc(-c2ccncc2)o1	103.0	-1.6	2.9	-15.8	0.0
13	O=C(OCc1cnc(Cl)s1)c1cccc(Cl)c1Cl	111.0	nt	-0.7	-7.6	0.2
14	COc1ccc(NC(=O)c2cc(-c3ccc(C)c(C)c3O)n[nH]2)cc1Cl	93.0	-4.9	-0.7	-11.4	0.3
15	COc1cccc(C2[C@H](C)C3(CCN2C)OCCO3)c1 (some centres undefined)	83.0	-5.6	1.0	-8.9	0.1
16	Cn1cc(CC(=O)NCCCN2CCCC2=O)c2ccccc21	90.0	-6.7	0.3	5.9	0.2

cpd	hiPSC survival	PDI inh	H9c2 protect	Granule exo inh	HTR2A ag
9	-2.6	1.2	-7.1	1.7	-3.6
10	-0.1	-7.5	-1.2	-3.2	1.7
11	0.3	-0.5	2.4	2.3	9.4
12	0.4	-8.9	1.2	-0.3	-1.0
13	1.4	0.0	-4.3	-0.1	-4.9
14	-0.1	9.4	-11.3	23.5	0.8
15	6.0	-3.4	4.3	1.7	2.1
16	-0.8	1.9	9.4	-6.2	-0.7

Later entries
cpd	SMILES	ABCB6 inh 2	CaV13 FRET inh	N-glyco inh	Vif inh	aDG glyco act
17	CC(C)CC(=O)NC(NCC1CCCO1)C(Cl)(Cl)Cl (centres undefined)	106.0	-2.8	1.2	-4.3	0.0
18	CC(C)CNC(=O)c1cccc(NC(=O)c2ccc(NC(=O)c3ccco3)cc2)c1	97.0	nt	-2.1	-1.6	0.2
19	Cn1ccc2c(-c3ccc4[nH]ccc4c3)cc3c(c21)C1CCC3O1 (centres undefined)	99.0	-4.6	2.6	nt	1.0
20	COc1cc(OC)c(OC)cc1/C=N/n1c(-c2n[nH]c3c2CCC3)n[nH]c1=S	100.0	-4.7	5.8	-3.2	-0.1
21	CCN(CC)CCNC(=S)Nc1ccc2nc(N3CCN(C)CC3)cc(C)c2c1	91.0	-17.8	6.5	-6.3	0.4
22	Cc1cccc(-c2n[nH]c(=S)n2Cc2ccccc2)c1	94.0	-4.3	-0.6	nt	0.3
23	CN(C)S(=O)(=O)c1ccc(C(=O)NCc2ccco2)cc1	87.0	-2.8	0.9	10.3	-0.3
24	CCCc1cc(=O)oc2cc(OCC(=O)NCCCN3CCOCC3)ccc12	96.0	-3.9	0.7	-2.6	0.0

cpd	hiPSC survival	PDI inh	H9c2 protect	Granule exo inh	HTR2A ag
17	-1.8	-3.0	2.1	1.3	-0.5
18	-2.2	5.7	16.6	-1.2	0.2
19	-0.2	nt	2.6	3.8	-1.1
20	-0.4	-12.3	-5.9	8.2	2.1
21	-0.4	-2.3	8.3	9.2	1.2
22	0.4	8.6	-3.3	2.1	8.7
23	-1.0	-1.9	3.0	3.6	-4.4
24	0.5	7.2	-4.1	-4.9	-1.2

At a glance, part of the list above:
cpd	SMILES	ABCB6 inh 2	CaV13 FRET inh	N-glyco inh	Vif inh	aDG glyco act
19	Cn1ccc2c(-c3ccc4[nH]ccc4c3)cc3c(c21)C1CCC3O1 (centres undefined)	99.0	-4.6	2.6	nt	1.0
20	COc1cc(OC)c(OC)cc1/C=N/n1c(-c2n[nH]c3c2CCC3)n[nH]c1=S	100.0	-4.7	5.8	-3.2	-0.1
21	CCN(CC)CCNC(=S)Nc1ccc2nc(N3CCN(C)CC3)cc(C)c2c1	91.0	-17.8	6.5	-6.3	0.4
22	Cc1cccc(-c2n[nH]c(=S)n2Cc2ccccc2)c1	94.0	-4.3	-0.6	nt	0.3
23	CN(C)S(=O)(=O)c1ccc(C(=O)NCc2ccco2)cc1	87.0	-2.8	0.9	10.3	-0.3

cpd	hiPSC survival	PDI inh	H9c2 protect	Granule exo inh	HTR2A ag
19	-0.2	nt	2.6	3.8	-1.1
20	-0.4	-12.3	-5.9	8.2	2.1
21	-0.4	-2.3	8.3	9.2	1.2
22	0.4	8.6	-3.3	2.1	8.7
23	-1.0	-1.9	3.0	3.6	-4.4

(further entries)
cpd	SMILES	ABCB6 inh 2	CaV13 FRET inh	N-glyco inh	Vif inh	aDG glyco act
25	Cc1cccc(NC(=O)CCCCCN2C(=O)[C@@H]3Cc4ccccc4CN3C2=O)c1	99.0	-2.6	2.9	1.6	0.1
26	COc1ccc(CCC(=O)Nc2ccc(Br)cn2)cc1	95.0	-9.6	-3.7	-7.6	-0.1
27	CS(=O)(=O)N(Cc1ccccc1)c1ccc(C(=O)N2CCOCC2)cc1	91.0	-5.0	0.8	-1.6	-0.1
28	OCCC1CN(Cc2ccccc2O)CCN1CCCc1ccccc1 (centres undefined)	100.0	-20.5	-4.0	-0.8	0.0
29	CCCn1c(N)c(C(=O)CSc2nc(C)cs2)c(=O)n(C)c1=O	92.0	-3.0	-1.2	5.7	0.4
30	COc1cccc(OCC(Cn2c(C)nc3ccccc32)OC(C)=O)c1 (centres undefined)	97.0	-6.4	-0.2	-2.4	3.0
31	COc1ccc(N(CC(=O)Nc2cc(OC)ccc2OC)S(C)(=O)=O)cc1	100.0	-3.3	0.2	-2.7	0.0
32	CCOC(=O)c1ccc(N=C2NC(=O)CS2)cc1	93.0	-5.9	-0.1	7.4	0.1

cpd	hiPSC survival	PDI inh	H9c2 protect	Granule exo inh	HTR2A ag
25	-0.4	15.7	1.0	0.7	5.0
26	-1.6	11.5	-9.2	1.6	-0.7
27	-0.1	-6.0	6.0	-1.0	-1.1
28	-0.2	2.1	5.8	28.8	-5.7
29	3.4	15.1	-18.6	-3.4	2.6
30	-1.3	-6.8	-20.9	-1.4	4.4
31	-2.1	-0.9	12.5	-1.4	-3.3
32	2.1	14.3	-4.5	-0.8	0.8

Carrying on:
cpd	SMILES	ABCB6 inh 2	CaV13 FRET inh	N-glyco inh	Vif inh	aDG glyco act
33	O=C(NC1CCCC1)c1csc2c1CCCC2	112.0	-5.9	3.7	14.1	-0.1
34	CCCC(=O)c1ccc(N2CCC(C)CC2)c(F)c1	100.0	-18.6	-0.7	0.6	0.4
35	Cc1cc(C)n(CCOc2ccc(Cl)cc2Cl)n1	98.0	-3.4	1.2	-6.7	0.2
36	CCOCCCNC(=O)c1ccc2c(c1)ncn2-c1ccc(CC)cc1	106.0	-19.8	-0.3	-6.7	0.0
37	O=C(O)C(c1ccccc1)C1(O)CC2CCC1C2 (centres undefined)	100.0	-6.8	1.6	-4.2	0.4
38	COc1cccc(C(=O)Nc2ccc3c(c2)C(=O)NC3=O)c1	97.0	-4.9	1.5	nt	-0.2
39	Cc1cccnc1Nc1nc(-c2ccc(O)c(O)c2)cs1	97.0	-9.9	-2.8	41.6	-0.3
40	CCOc1ccccc1C(=O)OCC(=O)NCc1ccc2c(c1)OCO2	98.0	-4.3	1.9	-4.1	-0.1

cpd	hiPSC survival	PDI inh	H9c2 protect	Granule exo inh	HTR2A ag
33	-2.4	-7.5	-9.7	-7.0	-1.5
34	-1.4	1.5	-11.8	-6.4	4.8
35	0.1	2.1	-1.7	-8.6	4.6
36	0.1	-1.0	-4.2	1.7	-2.0
37	-0.8	-3.0	-1.0	-0.4	0.7
38	-0.3	2.8	17.9	-3.0	1.8
39	-2.7	-7.0	65.4*	-0.4	1.8
40	-1.8	-10.9	1.8	-1.2	-0.2

The list continues:
cpd	SMILES	ABCB6 inh 2	CaV13 FRET inh	N-glyco inh	Vif inh	aDG glyco act
41	CC(C)(C)c1nc[nH]c(=O)c1Br	100.0	-4.7	-1.5	-3.2	-0.5
42	CC1CCC/C(=C\Nc2ccc3c(c2)OCO3)C1=O (centres undefined)	105.0	-9.4	1.0	-1.1	-0.3
43	COc1ccc(N=C2SC(C(=O)Nc3ccc(OC)cc3)CC(=O)N2CCN2CCOCC2)cc1 (centres undefined)	97.0	-13.1	-0.2	0.2	-0.1
44	NC(=O)N/N=C/c1ccccc1OC(=O)c1cc2ccccc2oc1=O	91.0	-6.3	0.2	-1.9	0.1
45	CCN(Cc1ccccc1)c1ccc(/C=N/NC(=O)c2cccc(S(=O)(=O)N3CCOCC3)c2)cc1	82.0	-18.5	-6.5	-13.6	1.0
46	CCNc1oc(-c2ccccc2F)nc1S(=O)(=O)c1ccccc1	106.0	nt	1.2	-6.6	0.1
47	O=C(CN(C(=O)CNS(=O)(=O)c1ccccc1)C1CCCC1)NCc1ccco1	90.0	nt	-0.5	3.7	-0.1
48	O=C(O)c1ccc(C=NNC(=O)c2ccccc2NS(=O)(=O)c2cccs2)cc1	100.0	-1.9	2.4	nt	-0.2

cpd	hiPSC survival	PDI inh	H9c2 protect	Granule exo inh	HTR2A ag
41	1.3	-8.0	10.5	14.6	-1.4
42	-0.5	1.9	8.9	1.4	0.0
43	0.1	11.4	-6.8	-0.7	1.9
44	0.3	13.4	5.2	-8.2	-2.7
45	-0.1	7.1	-5.7	-0.8	2.4
46	-0.5	7.1	-4.0	5.9	-0.1
47	-3.6	4.7	1.2	0.1	7.7
48	1.9	-3.6	2.5	2.3	-3.2

High-throughput results (PubChem)
